Bioassay records deposited in PubChem BioAssay by several laboratories.
Rin1 Abl inh: human Rin1-Abl interaction inhibition. hit rate 0.4% among 360,000. TR-FRET Rin1/Abl binding, biochemical. inhibition, % at 7.35 µM; in the data active means inhibition above about 5%, passing the limit was not always enough
bovine MsrA act: activates bovine MsrA enzyme | activation, % at 10.6 µM | purified bovine MsrA, absorbance read-out | hit rate 0.3% among 360,000; in the data active means activation above about 7.5%;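 further: 0% = vehicle and 100% = reference activator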
MT1-MMP act inh: blocks activation of human MT1-MMP; P50281; AID 651647; GFP/RFP ratio change, % at 20 µM; HT1080 RFP-PRO-GFP cells, GFP/RFP ratio fluorescence, overnight; percent of plate control window, DMSO zero; hit rate 0.061% among 360,000;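 active means GFP/RFP ratio change of at least 30% with cell ATP level not reduced by more than half and red fluorescence within 50% of control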; further: strong numbers were not always called active
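Read-out: GFP/RFP fluorescence ratio; Test system: RFP-PRO-GFP reporter HT1080 cells; Compound dosing: single-point 20 µM compound, 1% DMSO; Times: overnight compound exposure at 37 °C.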
NRP1-CendR mod: modulators of CendR peptide binding to human neuropilin-1; O14786; FAM-RPARPAR peptide binding to NRP-1, fluorescence polarization; inhibition, % at 25 µM; hit rate 0.85% among 360,000; AID 602438;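 active means inhibition or corrected inhibition above about 18%, plus a signal ratio from 0.5 to 1.5, limit read from the data, passing the limit was not always enough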; further: strong numbers were not always called active
SKN-1 block: inhibitors of C. elegans SKN-1; inhibition, % at 21.8 µM; hit rate 0.49% among 360,000; C. elegans VP596 Pgst-4::GFP/RFP ratio, acrylamide-induced, 24 h;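 active means interference check ratio from 0.5 to 1.5 plus GFP to RFP signal ratio inhibition reaching or exceeding a fixed threshold, cut at about 30% in these data, passing the limit was not always enough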; further: some compounds called inactive have numbers as strong as hits
Neddylation inh: blocks human cullin neddylation; AID 651699; calls only at 25 µM; TR-FRET cullin neddylation, biochemical; P61081+Q13564; hit rate 0.58% among 360,000; in the data active means inhibition above about 36%
FAS-TE inh: inhibitors of human fatty acid synthase thioesterase domain. P49327. recombinant FAS-TE, OMFH fluorogenic substrate, fluorescence endpoint. inhibition, % at 15 µM. hit rate 0.67% among 360,000. AID 602261;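 active means compounds whose normalised, plate-corrected inhibition of enzyme fluorescence in the single-dose primary screen is 50% or more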;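 further: 0% = DMSO with enzyme and 100% = substrate without enzyme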
MLLE-PAM2 inh: inhibitors of microRNA-mediated deadenylation, human PABP1 MLLE binding; inhibition, % at 20 µM; hit rate 0.36% among 360,000; GST-MLLE / FITC-PAM2 fluorescence polarization; P11940; AID 588489; in the data active means inhibition above about 35%, passing the limit was not always enough;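 further: plate controls were DMSO wells with GST-MLLE for no effect and wells lacking GST-MLLE protein for full effect; some results filed as inactive read as strong as hits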
eLon inh: E. coli protease La inhibition. P0A9M0. purified E. coli Lon protease, fluorescence polarization. inhibition, % at 7.94 µM. hit rate 0.42% among 360,000; in the data active means inhibition above about 13%, passing the limit was not always enough;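 further: 0% = enzyme with probe and DMSO and 100% = no enzyme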
Target sequence (P0A9M0 whole entry, looked up): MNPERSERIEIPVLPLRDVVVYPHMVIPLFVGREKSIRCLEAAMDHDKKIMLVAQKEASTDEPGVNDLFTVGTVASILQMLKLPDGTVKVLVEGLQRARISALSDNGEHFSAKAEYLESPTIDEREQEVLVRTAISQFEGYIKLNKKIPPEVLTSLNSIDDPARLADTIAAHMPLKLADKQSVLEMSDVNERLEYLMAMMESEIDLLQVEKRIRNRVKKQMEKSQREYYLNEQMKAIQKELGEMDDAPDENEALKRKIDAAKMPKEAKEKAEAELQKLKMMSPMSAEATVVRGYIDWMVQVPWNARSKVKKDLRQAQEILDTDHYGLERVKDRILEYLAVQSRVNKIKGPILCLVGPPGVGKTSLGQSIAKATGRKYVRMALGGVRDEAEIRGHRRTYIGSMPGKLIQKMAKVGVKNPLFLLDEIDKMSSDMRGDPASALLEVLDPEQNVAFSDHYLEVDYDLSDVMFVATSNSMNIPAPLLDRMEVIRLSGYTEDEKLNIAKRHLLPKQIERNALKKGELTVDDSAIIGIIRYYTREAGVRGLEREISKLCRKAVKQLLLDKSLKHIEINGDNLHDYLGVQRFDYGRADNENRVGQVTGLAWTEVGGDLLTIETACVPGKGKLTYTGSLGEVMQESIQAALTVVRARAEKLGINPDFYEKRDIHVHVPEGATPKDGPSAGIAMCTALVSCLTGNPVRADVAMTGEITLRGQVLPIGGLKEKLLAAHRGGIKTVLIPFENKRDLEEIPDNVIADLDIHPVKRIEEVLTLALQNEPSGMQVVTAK
Active calls of the source: *; i = inactive; . = not tested or not shown; & = joins results of further samples.

Start of the data: the first 2 entries, to show the layout:
SMILES	Rin1 Abl inh	bovine MsrA act	MT1-MMP act inh	NRP1-CendR mod	SKN-1 block	Neddylation inh	FAS-TE inh	MLLE-PAM2 inh	eLon inh
Cc1cccc(NC(=O)CN(CC2CCCO2)C(=O)c2oc3ccc(F)cc3c2C)c1C (centres undefined)	-1	0	5	-2	18	i	2	1	-14
CC(C)NC(=O)NC(=O)CSc1nnc(-c2ccccc2F)n1N	2	0	1	-17	5	i	-5	-9	-1

The whole of this part, from the start:
SMILES	Rin1 Abl inh	bovine MsrA act	MT1-MMP act inh	NRP1-CendR mod	SKN-1 block	Neddylation inh	FAS-TE inh	MLLE-PAM2 inh	eLon inh
Cc1cccc(NC(=O)CN(CC2CCCO2)C(=O)c2oc3ccc(F)cc3c2C)c1C (centres undefined)	-1	0	5	-2	18	i	2	1	-14
CC(C)NC(=O)NC(=O)CSc1nnc(-c2ccccc2F)n1N	2	0	1	-17	5	i	-5	-9	-1
Nc1c(-c2ccccc2)c(CN2CCOCC2)nn1-c1ccc(C(=O)O)cc1	-6	0	2	-3	6	i	-7	-18	3
C=C(C)Cn1c(C2CC(=O)N(Cc3ccccc3)C2)nc2ccccc21 (centres undefined)	1	-2	-2	14	3	i	0	6	-7
CC1CN(C(=O)/C=C/c2ccc3c(c2)OCO3)CC(C)O1 (centres undefined)	-1	-13	4	-2	-3	i	-4	-3	-4
COc1ccc2[nH]cc(C(=O)CN3CCN(C4CCCCC4)CC3)c2c1	1	-6	6	-22	-3	i	-3	5	-2
COc1ccc2cc(-c3cc(C(=O)OCC(=O)NC4CCS(=O)(=O)C4)c4ccccc4n3)ccc2c1 (centres undefined)	-5	-4	-8	-11	21	.	-6	12	-7
CN(C)c1nc(OCCNC(=O)Nc2ccccc2)nc(N2CCCCC2)n1	2	-3	-4	0	-1	i	7	4	2
OC1(c2cccnc2)CCN(Cc2nnnn2C2CCCCC2)CC1	3	-2	8	3	-1	i	-9	10	-2
Cc1ccc(Nc2nc(C)cc(C)c2C(N)=O)cc1	-1	-1	3	-4	-19	i	-8	-4	7
O=C(NC1CCCC1)C(c1ccc(O)cc1)N(CC1CCCO1)C(=O)C1COc2ccccc2O1 (centres undefined)	4	-5	-1	-6	-1	i	-2	-10	-3
COc1ccc(S(=O)(=O)N2CCC(C(=O)NCc3ccncc3)CC2)cc1	2	-4	2	-6	8	i	-8	0	-5
Cc1sc2nc(SCC(=O)Nc3ccccc3F)[nH]c(=O)c2c1C	-1	-3	1	6	-6	i	-3	-8	-14
O=CNc1cc(-c2ccc(C(=O)NC3CC3)cc2)cn2c(-c3ccccc3)cnc12	-2	-2	-4	-43	15	i	40	-38	-28
CN(Cc1ccc(F)cc1)S(=O)(=O)c1ccc2[nH]c(=O)[nH]c2c1	-1	-8	0	-4	0	i	-4	5	-7
CCN(CC)S(=O)(=O)c1ccc(-c2nnc(SCc3nnc(-c4ccc(C)cc4)o3)n2CC)cc1	-3	-1	5	-2	19	i	8	-22	9
CCCCCCc1ccc(N2C[C@H](C)[C@@H](CC(=O)NCc3ccccc3)C2=O)cc1	-1	0	3	13	3	i	10	-1	-4
N#Cc1ccc(OCCN2CCc3ccccc3C2)cc1	3	-3	-2	-2	6	i	4	6	-3
COc1ccc(-c2cc(C)no2)cc1S(=O)(=O)N(C)c1cccc(C)c1	-4	-9	-1	8	-4	i	13	-4	4
O=C(/C=C/c1ccco1)Nc1ccccc1C(=O)O	-1	-6	-1	-70	10	i	-2	16	1
COc1ccc(C)cc1S(=O)(=O)Nc1cccc(-c2ccc(N3CCCCCC3)nn2)c1	0	-3	5	0	-11	i	31	23	4
CNc1ccc(/C=C/C(=O)c2ccc(C)cc2)cc1[N+](=O)[O-]	4	-6	4	15	15	i	4	-30	2
O=C(CSc1ccc(-c2cccs2)nn1)N1CCCCC1	-2	-1	1	3	4	i	-5	37	-1
O=C(CN1C(=O)S/C(=C\c2ccccc2)C1=O)NC1CCS(=O)(=O)C1 (centres undefined)	-2	-2	-5	9	7	i	-4	32	11
Cc1ccc(OCC(=O)Oc2cccc(C)c2)cc1	-4	-2	-5	-6	4	i	7	-4	-1
CC(=O)OC(C(=O)NC1CCCCC1)c1ccc(C#N)cc1 (centres undefined)	2	-8	2	-5	-2	i	-5	8	-6
CCOC(=O)c1ccc(Nc2cc(C)nc3nc(C)nn23)cc1	-4	-1	-3	-5	3	i	3	-10	-8
CN1CCN(S(=O)(=O)c2ccc(Cl)s2)CC1	-2	-2	0	-6	-7	i	-5	-6	-10
Cc1cc(Br)ccc1OCC(=O)N(Cc1nc(-c2ccccc2)no1)C(C)C	3	-2	-1	6	3	i	36	3	-5
CCOc1ccc(S(=O)(=O)N2CCCCC2)cc1NC(=O)C1CCCC1	-3	-2	1	0	19	i	3	-13	3
Cn1cccc1C(=O)OCC(=O)Nc1ccc2c(c1)CCC2	1	-3	-4	-8	-3	i	3	-5	-2
COc1cc2c(cc1NC(=O)Cc1ccc(C)cc1)oc1ccccc12	-4	-2	-3	1	10	i	45	3	-7
COC(=O)CN(C#N)c1nc(N(C)C)nc(N(C)C)n1	0	-2	8	-1	-11	i	-4	2	2
O=C(O)c1cc2c(o1)CCC/C2=N\O	1	-2	9	3	-3	i	-11	-1	-6
O=C(O)C1CCCCC1C(=O)Nc1cccc(Cl)c1Cl (centres undefined)	1	-1	0	10	-5	i	-5	-6	-5
CCOc1ccc(NC(=O)C(C)SC(N)=O)cc1 (centres undefined)	1	4	-8	-5	6	i	-26	37	-6
O=C(N/C(=C/c1ccccc1F)C(=O)N1CCCCC1)c1ccccc1	3	-5	2	2	6	i	0	11	-1
COCCCNC(=O)CN1C(=O)COc2ccc(S(=O)(=O)N3CCOCC3)cc21	-2	-2	0	16	-5	i	-2	7	-7
CC1Cc2ccccc2N1C(=O)c1ccc2c(c1)nnn2C (centres undefined)	1	-4	-4	-1	-1	i	-8	7	-4
Cc1ccc(/C=[N+](/C)[O-])cc1	-2	-8	-2	-4	8	i	-9	8	-1

Some entries already given, showing only bovine MsrA act:
SMILES	bovine MsrA act
COc1cc2c(cc1NC(=O)Cc1ccc(C)cc1)oc1ccccc12	-2
COC(=O)CN(C#N)c1nc(N(C)C)nc(N(C)C)n1	-2
O=C(O)c1cc2c(o1)CCC/C2=N\O	-2
O=C(O)C1CCCCC1C(=O)Nc1cccc(Cl)c1Cl (centres undefined)	-1

(listing goes on)
SMILES	Rin1 Abl inh	bovine MsrA act	MT1-MMP act inh	NRP1-CendR mod	SKN-1 block	Neddylation inh	FAS-TE inh	MLLE-PAM2 inh	eLon inh
Cn1cnc2ncnn2c1=S	-1	-6	-4	-11	10	i	-8	17	-8
Cc1ccc(S(=O)(=O)NC(Cc2ccccc2)C(=O)O)cc1C (centres undefined)	3	-1	-1	1	-2	i	-2	12	-1
CCOC(=O)Nc1oc2ccccc2c(=O)c1C	5	0	4	0	11	i	-7	9	-4
O=C(Nc1ccncc1)c1cccc2ccccc12	-2	-2	6	-14	-14	i	-2	1	2
Cn1c(N)c(C(=O)CSc2nc(N)cc(N)n2)c(=O)n(C)c1=O	5	-5	5	10	-3	i	-6	5	6
COc1cc(/C=C/C(=O)Nc2nc3ccc(S(=O)(=O)N(C)C)cc3s2)cc(OC)c1OC	-3	-6	0	-4	18	.	-12	2	-2
COc1ccc(/C(O)=C2/C(=O)C(=O)N(CCCN3CCOCC3)C2c2ccc(OC)cc2)cc1 (centres undefined)	1	-3	0	-9	18	i	1	12	-3
CC(=O)OCC(=O)[C@@]1(O)CC[C@H]2[C@@H]3CCC4=CC(=O)C=C[C@]4(C)[C@H]3C(=O)C[C@@]21C	1	-1	1	3	7	i	-7	-8	-7
O=c1oc2cc(Oc3ccc(C(F)(F)F)cc3[N+](=O)[O-])ccc2c2c1CCC2	2	-10	5	14	1	i	25	-3	9
COc1cc(NC(=S)N2CCCC(C)C2)cc(OC)c1OC (centres undefined)	4	-1	-2	-24	20	i	-6	-28	-2
CCOC(=O)C1CCN(C(=O)CNC(=O)c2nn(-c3ccc(OC)cc3OC)c(=O)c3ccccc23)CC1	2	-10	0	-5	6	i	-3	-4	13
COC(=O)Cn1c(=NC(=O)c2ccc(Cl)s2)sc2cc(C)ccc21	1	-1	0	-3	8	i	-6	4	-7
Cc1occc(=O)c1O	0	0	-3	-5	0	i	-2	7	-9
CCC(C)[C@H](NS(=O)(=O)c1ccc(F)cc1Br)C(=O)OC (some centres undefined)	0	2	1	7	-8	i	-2	8	-13
CC1(C)CC(=O)C2=C(C1)N(Cc1ccco1)C(=O)C2(NC(=O)c1cccnc1)C(F)(F)F (centres undefined)	-4	8.2*	0	-4	-3	i	-10	12	-1
Cc1ccccc1OCc1nc(C#N)c(N2CCCC2)o1	-6	-2	3	4	2	i	1	-5	-3
COc1c[nH]n(C2CCCCC2)c(=O)c1=O	-3	0	5	3	8	i	-8	18	4
Oc1ccc(/C=N/N(Cc2ccccc2)c2ccccc2)cc1	1	-4	2	-13	7	i	28	0	10
COCCn1c(-c2ccc(OC)cc2)nc2oc3cc(OC)ccc3c(=O)c2c1=O	-3	-3	9	2	-20	i	-1	9	-1
O=C(N/C(=C\c1ccco1)C(=O)N1CCCC1)c1ccccc1	0	-6	-3	0	-10	i	-5	18	-5
COc1ccc(C(=O)ON=C2c3ccccc3-c3ccccc32)cc1OC	-4	-8	-4	-2	11	i	11	1	-3
Cc1ccc(NC(=O)CN(C)C(=O)c2ccc(NC(=O)CC3SC(N4CCCC4)=NC3=O)cc2)cc1 (centres undefined)	3	0	5	9	2	i	-4	-4	-20
Cc1ccn(C(=O)c2ccc(NC(=O)C3CC3)cc2)n1	4	-16	-5	-1	4	i	-8	-1	-12
COc1ccc(CC(=O)NC(CC(=O)O)c2cccc([N+](=O)[O-])c2)cc1 (centres undefined)	0	-2	-9	2	6	i	3	15	-2
COc1cc(/C=C2\SC(=S)N(NS(=O)(=O)c3ccc(C)cc3)C2=O)cc(OC)c1OC	-3	-1	2	-10	-3	i	13	0	3
CCOC(=O)NC(=O)CSc1nnc(C2CC2)n1Cc1ccco1	4	-4	-2	-13	-3	i	-7	-2	0
CCOc1ccc2oc(C(=O)N3CCN(Cc4ccccc4)CC3)c(C)c2c1	2	-2	-3	0	-8	i	13	8	-7
Cc1ccc(OCC(=O)N/N=C\c2ccco2)c(C)c1	-1	2	2	-12	8	i	-7	-2	4
CCc1noc(C)c1C(=O)Nc1nc(-c2ccc(Cl)cc2Cl)cs1	-1	-3	-16	3	10	i	20	-13	5
O=C(Cc1cccs1)N(Cc1cccs1)C1(C(=O)NC2CCCC2)CCCCC1	-6	-1	-12	7	-2	i	12	2	-7
CCCN(C(=O)c1ccc([N+](=O)[O-])c(C)c1)c1c(N)n(Cc2ccccc2)c(=O)[nH]c1=O	0	-3	-5	10	9	i	2	5	-11
c1ccc(CNc2c(-c3cccc(SC4CCCCC4)c3)nc3ccccn23)cc1	2	-4&-3	8&3	10&6	-5&18	.	16&28	1	1&3
Cc1n[nH]c(C)c1Sc1ccccc1N=Cc1cc(Cl)cc([N+](=O)[O-])c1O	-4	-1	-2	-152	55	i	-1	19	5
CSc1nc2ccc(NC(=O)c3ccccn3)cc2s1	-2	0	3	1	-9	i	5	-8	-14
COC(OC)c1ccc(C#N)c(=O)[nH]1	2	-5	-3	9	-10	.	7	6	-1
CC(Sc1nnc(-c2cccnc2)n1N)C(=O)N1CCOCC1 (centres undefined)	-2	-1	0	4	1	i	-7	-2	4
Cc1ccnc(SCC(=O)Nc2c(C)n(C)n(-c3ccccc3)c2=O)n1	0	0	2	-7	7	i	-8	-6	9
COc1ccc(N2CCN(c3ncnc4c3[nH]c3ccccc34)CC2)cc1	2	0	3	14	-14	i	2	-6	7
CCN(C1CCCCC1)S(=O)(=O)c1ccc(S(=O)(=O)NCc2ccncc2)cc1	4	2	-4	-8	-1	i	-2	1	-10
